From PubChem
DNMT1 block: inhibitors of human DNMT1; 360,000 compounds, 0.83% hits; P26358; DNMT1 molecular beacon, Hinp1I cleavage, fluorescence; inhibition (reported as % activation of signal), % at 10 µM; in the data active = inhibition above about 50%
CendR NRP1 mod: NRP-1/CendR interaction modulation; 360,000 compounds, 0.85% hits; inhibition, % at 25 µM; FAM-RPARPAR peptide binding to NRP-1, fluorescence polarization; O14786;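 active = inhibition or corrected inhibition above about 18%, plus a signal ratio from 0.5 to 1.5, limit read from the data, passing the limit was not always enough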; note: strong numbers were not always called active
TbMetRS inhib: Trypanosoma brucei MetRS inhibition; purified T. brucei MetRS, ATP depletion, Kinase-Glo luminescence; inhibition, % at 11.9 µM; AID 624268; 360,000 compounds, 0.4% hits;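 active = inhibition above a per-plate cutoff of the control wells' mean inhibition plus 3 SD, cut at about 5.5% in these data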;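 note: 0% = DMSO wells median and 100% = median of wells with control inhibitor compound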
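Test system – parasite MetRS enzyme · Reagent – substrates ATP, L-methionine and bulk Escherichia coli tRNA · Doses – 11.9 µM compound single dose, 0.9% DMSO · Times – 15 min enzyme-compound preincubation, 2 h reaction, 10 min detection, 25 °C · Signal – Kinase-Glo luminescence, ATP depletion format · Controls – DMSO-only wells as low control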
Scp1 inh: inhibitors of human Scp-1 phosphatase; Q9GZU7; AID 493091; inhibition, % at 20 µM; 340,000 compounds, 0.88% hits; Recombinant Scp1, phosphopeptide, malachite green phosphate absorbance;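 active = inhibition above about 50% at 20 µM, limit read from the data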;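 note: plate controls were DMSO wells with enzyme for no effect and wells lacking enzyme for full effect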
Target sequence (Q9GZU7 76-261 limits assumed): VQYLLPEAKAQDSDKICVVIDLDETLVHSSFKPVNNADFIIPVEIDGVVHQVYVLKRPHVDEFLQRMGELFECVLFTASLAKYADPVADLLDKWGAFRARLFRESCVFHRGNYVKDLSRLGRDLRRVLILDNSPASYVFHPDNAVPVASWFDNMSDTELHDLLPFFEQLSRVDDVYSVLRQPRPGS
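System: SCP-1 catalytic domain; Reagent: Phospho 17-mer peptide substrate; Doses: one concentration, 20 µM, with 1.0% DMSO; Incubation: 45 min room-temperature reaction, 5 min colour, 30 min stabiliser; Signal: Phosphate-binding colour reagent, absorbance read at 630 nm.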
SKN-1 block: inhibitors of C. elegans SKN-1 | C. elegans VP596 Pgst-4::GFP/RFP ratio, acrylamide-induced, 24 h | inhibition, % at 21.8 µM | 360,000 compounds, 0.49% hits | AID 624304;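 active = interference check ratio from 0.5 to 1.5 plus GFP to RFP signal ratio inhibition reaching or exceeding a fixed threshold, cut at about 30% in these data, passing the limit was not always enough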; note: some compounds called inactive have numbers as strong as hits
NadD block: inhibitors of Staphylococcus aureus NadD; purified NadD enzyme, colorimetric absorbance read-out; inhibition, % at 20 µM; 360,000 compounds, 0.78% hits; AID 602399; in the data active = inhibition above about 26%; note: some compounds past the cut are filed as inactive
Neddyl block: blocks human cullin neddylation | P61081+Q13564 | TR-FRET cullin neddylation, biochemical | calls only at 25 µM | 360,000 compounds, 0.58% hits | AID 651699; in the data active = inhibition above about 36%
STEP inh: blocks human striatal-enriched tyrosine phosphatase; inhibition, % at 20 µM; 360,000 compounds, 0.25% hits; recombinant STEP, OMFP fluorogenic substrate, fluorescence;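 active = inhibition at 20 µM, scaled per plate between control wells, above about 37%, limit read from the data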;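 note: 0% = DMSO with enzyme and substrate and 100% = substrate only without enzyme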
Target sequence (P54829 whole entry, looked up): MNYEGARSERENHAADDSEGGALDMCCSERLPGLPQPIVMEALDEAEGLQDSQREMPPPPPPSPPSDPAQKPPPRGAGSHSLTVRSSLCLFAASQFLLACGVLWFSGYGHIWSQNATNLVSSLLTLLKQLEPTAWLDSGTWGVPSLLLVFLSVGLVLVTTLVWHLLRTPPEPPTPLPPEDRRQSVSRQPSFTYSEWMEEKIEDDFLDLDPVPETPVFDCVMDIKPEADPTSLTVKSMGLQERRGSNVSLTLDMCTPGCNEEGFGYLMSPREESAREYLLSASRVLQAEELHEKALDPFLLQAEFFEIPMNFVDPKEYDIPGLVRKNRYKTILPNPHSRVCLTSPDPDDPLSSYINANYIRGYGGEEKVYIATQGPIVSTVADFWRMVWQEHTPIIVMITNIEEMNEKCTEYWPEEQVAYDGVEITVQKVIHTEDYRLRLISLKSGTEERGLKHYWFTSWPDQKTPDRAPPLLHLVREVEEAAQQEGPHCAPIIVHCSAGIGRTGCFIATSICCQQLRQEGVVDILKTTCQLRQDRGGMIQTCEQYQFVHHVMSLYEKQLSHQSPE
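Assay system: isolated STEP enzyme / Timing: 20 min at room temperature, dark / Doses: 20 µM, 1% DMSO / Technique: fluorescence intensity, excitation 480 nm, emission 540 nm / Reagent: fluorogenic phosphatase substrate OMFP at 25 µM final / Measure: percent inhibition scaled to no-enzyme and uninhibited-enzyme controls, plate-pattern corrected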
SUMO1-SIM PPI: SUMO1-SIM interaction modulation | P63165 | SUMO1 binding to a labelled peptide, TR-FRET, 1 h | AID 602429 | 360,000 compounds, 0.33% hits | inhibition, % at 20 µM; in the data active = inhibition above about 37%
Target sequence (P63165 whole entry, looked up): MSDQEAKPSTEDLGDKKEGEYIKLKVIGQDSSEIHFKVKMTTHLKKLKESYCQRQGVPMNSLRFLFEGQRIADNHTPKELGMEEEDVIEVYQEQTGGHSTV
LMPTP block: blocks human LMPTP phosphatase; recombinant LMPTP-A, OMFP fluorogenic substrate, fluorescence intensity; 360,000 compounds, 0.22% hits; AID 651560; P24666; inhibition, % at 20 µM;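 active = compounds that cut the enzyme signal by at least half of the control window in the single-dose screen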;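 note: plate controls were DMSO wells with enzyme plus substrate for no effect and substrate without enzyme for full effect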
Target sequence (P24666 whole entry, looked up): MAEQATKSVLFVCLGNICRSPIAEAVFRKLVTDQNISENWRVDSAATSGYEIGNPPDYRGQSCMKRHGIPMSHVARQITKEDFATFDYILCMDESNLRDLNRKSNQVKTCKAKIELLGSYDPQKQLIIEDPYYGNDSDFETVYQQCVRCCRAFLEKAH
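material = LMPTP-A | quantity = 0.625 nM enzyme | reagent = OMFP substrate, 400 µM final | buffer or medium = Bis-Tris pH 6.0, DTT, detergent | detection = endpoint fluorescence intensity from OMFP dephosphorylation | dosing = single 20 µM dose | read-out basis = % inhibition relative to no-enzyme and uninhibited control wells | control set = no-enzyme and uninhibited controls | timing = 50 min at room temperature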
Starred values were filed as active, the others as inactive; i = inactive; . = not tested or not shown.

entry	compound	DNMT1 block	CendR NRP1 mod	TbMetRS inhib	Scp1 inh	SKN-1 block
1	O=C(CCN1C(=O)c2ccccc2C1=O)Nc1ccc(F)cc1	1	-1	0.4	-8	19
2	O=[N+]([O-])c1ccc(Cl)c(/C=N/NC(=S)Nc2ccccc2)c1	6	3	-1.5	-3	7
3	CCCOc1cccc(C(=O)Nc2cccc3ncccc23)c1	1	12	-2.0	-2	-3
4	O=C1CCC2c3[nH]c4ccccc4c3CCN12 (stereo unspecified)	-1	-5	0.2	.	0
5	O=C(Nc1nnc(COc2ccc(Cl)cc2)s1)C1CCCO1 (stereo unspecified)	-3	0	-0.8	-4	4
6	Cn1c(=O)c(C(=O)NCCc2ccc(Cl)cc2)c(O)c2ccccc21	8	17	-1.1	-6	-5
7	COc1ccc(CN2CCC(C(=O)c3ccc(Cl)cc3)CC2)cc1	-2	-8	-0.3	-1	-6
8	CN(C)c1ccnc(NCc2ccccc2)c1C#N	2	-8	-0.6	-7	7
9	CC(=O)c1cn(-c2ccc(Cl)cc2)c(=O)[nH]c1=O	2	0	-0.9	-12	8
10	O=C(CN1CCCCCCC1)N/N=C/c1ccc(F)c(F)c1	16	-7	-0.6	-9	12
11	Cc1ccccc1-c1cc2nc(Oc3ccc4c(c3)OCO4)n(C)c(=O)c2s1	-4	10	-0.3	.	-2
12	NC(=O)CN1C(=O)C(=O)N(Cc2cccc(C(F)(F)F)c2)C1=O	3	4	0.0	-4	10
13	CCC(=O)n1nc(-c2ccco2)nc1SCc1ccccc1	-2	-11	-0.2	-13	-18
14	CN(Cc1nc(Cc2cccc(F)c2)no1)CC1COCCO1 (stereo unspecified)	2	-2	-0.3	-6	7
15	Cn1c(C(=O)N2CCN(Cc3ccc4c(c3)OCO4)CC2)cc2c(=O)n(C)c3ccccc3c21	-1	-12	1.1	3	5

entry	NadD block	Neddyl block	STEP inh	SUMO1-SIM PPI	LMPTP block
1	-1	i	-2	-6	-0.5
2	-3	i	-1	-4	-0.9
3	-3	i	0	-1	0.7
4	-2	i	4	-3	-0.2
5	10	i	7	4	0.7
6	0	i	-1	3	1.4
7	2	i	-2	-3	1.4
8	-4	i	-1	-1	-1.7
9	-6	i	0	2	-1.1
10	-4	i	2	-2	-2.0
11	5	i	3	-30	4.2
12	-2	i	4	1	-0.5
13	-9	i	-1	-2	-1.2
14	4	i	0	2	0.5
15	11	i	1	12	2.6

Other records follow.
entry	compound	DNMT1 block	CendR NRP1 mod	TbMetRS inhib	Scp1 inh	SKN-1 block
16	Cc1cc2nc(C3CCCCC3)c(Cc3ccsc3)n2c(C)c1Br	.	4	-1.6	.	3
17	CC(NC(=O)NCCCn1ccnc1)(C(F)(F)F)C(F)(F)F	4	3	-0.4	-4	-22
18	Cc1ccc(C(=O)Nc2cc(=O)n(C)c(=O)n2C)cc1C	1	-16	-0.1	-6	2
19	CC(C)(C)n1nnnc1CN1CCN(C2CCCC2)CC1	2	-4	-0.8	-6	28
20	O=C(N/N=C1\CCc2ccccc21)c1ccc(O)cc1	-1	-7	-0.1	-1	-4
21	O=C(Nc1ccnn1C1CCN(Cc2ccccc2F)CC1)C1CCCC1	0	14	-0.2	1	-8
22	CC(C(=O)Nc1ccccc1)c1ccc(-c2ccccc2)c(F)c1 (stereo unspecified)	-2	-11	-0.6	-23	4
23	Cn1c(Cl)c(/C=N/OC(=O)C(C)(C)C)c2ccccc21	4	8	0.7	-4	-10
24	O=C(c1cccs1)N1CCCC(N2CCN(c3ccc(F)cc3)CC2)C1 (stereo unspecified)	1	1	-0.6	-6	8
25	CCOc1ccc(NC(=O)Nc2nc3ccc(S(C)(=O)=O)cc3s2)cc1	5	5	-0.2	2	-2
26	O=C(NCc1ccccc1)c1ccc(NC(=O)C2CCCC2)cc1	10	-13	0.1	-4	4
27	CCc1ccccc1Nc1nc(N)nc(COC(=O)C2CCN(C(=O)c3ccc(F)cc3)CC2)n1	-2	0	-0.3	-9	16
28	Cc1ccc(N2C(=O)N(CC(=O)N3CCCc4ccccc43)C(=O)C2C)cc1 (stereo unspecified)	-3	-14	0.1	-6	-7
29	CCN(CC)C(=S)SCC(=O)Nc1ncc2c(n1)CC(C)(C)CC2=O	7	1	0.0	-2	13
30	Cc1ccc2c(c1)/C(=N/OC(=O)c1ccc(F)cc1)CCS2	2	4	-0.6	-10	-14

entry	NadD block	Neddyl block	STEP inh	SUMO1-SIM PPI	LMPTP block
16	16	i	.	1	1.8
17	1	i	-2	3	-10
18	6	i	3	0	-1.0
19	6	i	-1	0	-3.8
20	-5	i	-5	2	-0.8
21	-5	i	-2	-3	0.1
22	-6	i	4	-2	4.9
23	-2	i	5	1	2.1
24	-5	i	1	-1	-0.7
25	-1	i	0	-8	0.6
26	3	i	-2	8	-1.5
27	-6	i	5	0	-0.2
28	5	i	-3	0	0.0
29	-3	i	2	5	-1.2
30	-2	i	3	1	1.9

2 of the compounds above, with the structure last:
| cpd | DNMT1 block | CendR NRP1 mod | TbMetRS inhib | Scp1 inh | SKN-1 block | NadD block | Neddyl block | STEP inh | SUMO1-SIM PPI | LMPTP block | SMILES |
| --- | --- | --- | --- | --- | --- | --- | --- | --- | --- | --- | --- |
| 15 | -1 | -12 | 1.1 | 3 | 5 | 11 | i | 1 | 12 | 2.6 | Cn1c(C(=O)N2CCN(Cc3ccc4c(c3)OCO4)CC2)cc2c(=O)n(C)c3ccccc3c21 |
| 16 | . | 4 | -1.6 | . | 3 | 16 | i | . | 1 | 1.8 | Cc1cc2nc(C3CCCCC3)c(Cc3ccsc3)n2c(C)c1Br |

Some values from the entries so far.
Value of #18 under SKN-1 block: 2
Value of #20 under CendR NRP1 mod: -7
Value of #28 under DNMT1 block: -3
Value of #22 under TbMetRS inhib: -0.6
Value of #21 under CendR NRP1 mod: 14

The list goes on.
entry	compound	DNMT1 block	CendR NRP1 mod	TbMetRS inhib	Scp1 inh	SKN-1 block
31	COC(=O)/C=C/c1ccc2c(c1)S(=O)(=O)N(c1cccc(OC)c1)[C@H]2CC(=O)OC	-2	16	-0.3	-6	15
32	COc1ccc(C(=O)CSc2n[nH]c(-c3ccco3)n2)cc1	16	-14	-1.4	6	-11
33	Cc1noc(C)c1NC(=O)N(C)C[C@@H]1Oc2ccc(NC(=O)CCC(F)(F)F)cc2CC(=O)N([C@@H](C)CO)C[C@@H]1C	3	10	-0.3	0	4
34	Cc1cccnc1NC(=O)CCC(=O)c1cccs1	-6	-10	-0.4	-1	5
35	O=C(NCCN1CCCCC1)c1cc2ccccc2[nH]1	1	11	-0.3	1	1
36	CSC1=N/C(=C\c2ccc(C)s2)C(=O)S1	8	2	1.2	-10	0
37	O=[N+]([O-])c1ccc(CN2CC(N3CCC(c4ccccc4)CC3)CS2(=O)=O)cc1 (stereo unspecified)	4	12	-1.0	.	7
38	S=C(Nc1ccccc1)NC1CCN(Cc2ccccc2)CC1	5	12	-0.3	-2	12
39	CC1CCCCC1NC(=O)CN(C)S(=O)(=O)c1ccc2c(c1)CCC(=O)N2 (stereo unspecified)	0	-5	-0.5	-6	14
40	O=S(=O)(Nc1ccc(S(=O)(=O)Nc2ncccn2)cc1)c1ccc(Cl)cc1	2	7	-0.3	-8	-4
41	O=C(CSc1nnnn1-c1ccc(C(=O)O)cc1)NC1CCCCC1	2	14	0.0	-4	-8
42	COC(=O)C(C(C)=O)C1=C/C(=N\S(=O)(=O)c2ccc(C)cc2)c2ccccc2C1=O (stereo unspecified)	-13	-28	0.3	-5	-3
43	CCCN1C(=O)c2ccc(C(=O)Nc3nccs3)cc2C1=O	-2	-2	-0.8	-6	-39
44	CCCCSc1nc2ccccc2[nH]1	-3	5	0.2	-7	20
45	Cc1ccc(CNC(=O)C2CCN(S(=O)(=O)c3ccc(Br)s3)CC2)cc1	-1	0	-0.8	-7	2

entry	NadD block	Neddyl block	STEP inh	SUMO1-SIM PPI	LMPTP block
31	-1	i	-1	-23	2.6
32	-4	i	-1	7	-0.6
33	-2	i	-5	2	0.8
34	4	i	2	1	0.1
35	2	i	-3	0	0.2
36	-1	i	2	-11	3.9
37	-6	i	4	-23	-0.4
38	-5	i	-2	2	-0.9
39	3	i	-1	4	-1.8
40	1	i	2	0	-0.5
41	0	i	-2	-1	0.8
42	3	i	-3	2	0.5
43	-2	i	0	-27	-1.8
44	-1	i	-1	1	0.2
45	-10	i	-1	-4	1.2

The results go on.
entry	compound	DNMT1 block	CendR NRP1 mod	TbMetRS inhib	Scp1 inh	SKN-1 block
46	CCOC(=O)N1C(=O)C2(CCCCC2)N(c2ccccc2Cl)C1=S	2	0	0.7	-11	-12
47	CCn1c(SCC(=O)NCc2ccco2)nnc1-c1c[nH]c2ccccc12	0	-2	0.4	-4	1
48	COc1ccccc1CNC(=O)COC(=O)Cn1cnc2ccccc21	2	5	-0.8	7	-5
49	COC(=O)c1ccccc1N=C(SC)N(C)C	-4	-3	0.3	-5	6
50	Cc1oc(-c2ccc(Cl)cc2)nc1CN1CCCC(C(=O)NCCCN2CCOCC2)C1 (stereo unspecified)	0	0	-0.4	-14	-9
51	O=C(c1ccccc1)N1N=C(c2ccccc2O)CC1c1ccccc1 (stereo unspecified)	-4	14	-0.5	-15	-2
52	CCOC(=O)c1ccc(NC(=O)Cn2nnc(-c3ccc(C)cc3)n2)cc1	13	-2	-0.7	3	-15
53	CSc1nc(SCCN(C)C)c2c3c(sc2n1)COC(C)(C)C3	1	6	-0.2	-4	-1
54	COc1ccc(-c2nnc(SCC(=O)NCc3cccs3)n2C(C)C)cc1	-8	5	-0.5	5	16
55	CC(=O)c1cccc(NC(=O)NNC(=O)c2ccc(-c3ccccc3)cc2)c1	20	2	0.2	4	-10

entry	NadD block	Neddyl block	STEP inh	SUMO1-SIM PPI	LMPTP block
46	-5	i	-2	1	1.1
47	-7	i	-4	0	-0.8
48	1	i	2	-2	-1.7
49	10	i	-1	7	0.2
50	-8	i	0	2	-5.1
51	-5	i	0	-72	2.4
52	2	i	0	-2	1.1
53	-1	i	0	5	2.1
54	-8	i	5	1	-1.2
55	-5	i	0	1	-1.9

Whole records, quoted from the list.
CC(=O)c1cccc(NC(=O)NNC(=O)c2ccc(-c3ccccc3)cc2)c1 is listed with DNMT1 block = 20; CendR NRP1 mod = 2; TbMetRS inhib = 0.2; Scp1 inh = 4; SKN-1 block = -10; NadD block = -5; Neddyl block = i; STEP inh = 0; SUMO1-SIM PPI = 1; LMPTP block = -1.9
Cc1oc(-c2ccc(Cl)cc2)nc1CN1CCCC(C(=O)NCCCN2CCOCC2)C1 (stereo unspecified) is listed with DNMT1 block = 0; CendR NRP1 mod = 0; TbMetRS inhib = -0.4; Scp1 inh = -14; SKN-1 block = -9; NadD block = -8; Neddyl block = i; STEP inh = 0; SUMO1-SIM PPI = 2; LMPTP block = -5.1
